Bioassay records (PubChem BioAssay)
NCI-60 one-dose screen, 48 h, at 10 µM unless noted. Numbers give growth in % (100 = growth as untreated, 0 = no growth, -100 = all killed).
UACC-257: UACC-257 melanoma; AID 1794764; 4.4% of 78,000 active
LOX IMVI: LOX IMVI melanoma; 7.4% of 79,000 active; AID 1794757
UACC-62: UACC-62 melanoma; 5.4% of 81,000 active; AID 1794756
SK-MEL-2: SK-MEL-2 melanoma | 4.7% of 77,000 active
T-47D: T-47D breast cancer | 5% of 79,000 active
BT-549: BT-549 breast cancer. 4.4% of 78,000 active. AID 1794793
HS 578T: HS 578T breast cancer | 4.1% of 78,000 active | AID 1794788
MALME-3M: MALME-3M melanoma; 5.8% of 78,000 active
An asterisk follows results filed as active; / = no result given; & = joins results of further samples; ! = not confirmed by another sample. How the source made its calls: active means growth percent below 10; inactive means the rest.

no.	molecule	UACC-257	LOX IMVI	UACC-62	SK-MEL-2
1	OCC(O)C(O)C(O)C(O)C(c1ccc(O)cc1)c1ccc(O)cc1 (configuration not stated)	108	107	102	108
2	COc1ccc(\C=N/N=C(N)/C(N)=N\N=C/c2ccc(OC)cc2)cc1	121	99	104	96
3	COc1ccc(-c2cc(N)n(-c3nc4ccccc4[nH]3)n2)cc1	101	99	98	91
4	COc1ccc(-c2cn(C/C=C3\C=CN(S(=O)(=O)c4ccccc4)CC3)nn2)cc1	99&107	97&98	81&87	107&108
5	Clc1c(Cl)c(Cl)c2n[nH]nc2c1Cl	92	96	95	98
6	O=C1C(N2CCNCC2)=C(I)C(=O)c2ncccc21	92	82	90	103
7	COc1ccc(/C(C)=N/NC(=O)CSc2nc3ccccc3c(=O)n2Cc2ccc(S(N)(=O)=O)cc2)cc1	110	94	100	112
8	O=C(Nc1ccc(I)cc1)Nc1nc2ccc([N+](=O)[O-])cc2s1	-91*	-100*	-98*	-91*
9	Clc1ccc(SSc2ccc(Cl)cc2)cc1	98&91	7.1*!	96&97	111&101
10	O=C1Nc2ccccc2CCc2ccccc21	106	102	99	107
11	Cc1cc(C)c(/C=C2\C(=O)Nc3ccc(NC(=O)CCCCCCC(=O)NO)cc32)[nH]1	0.0*	7.9*	-12*	-5.2*
12	CC(C)C1CC(N(C)C)=CC(=S)N1 (configuration not stated)	103	104&95	99&104	120&91
13	CCOC(=O)C(C(=O)OCC)c1nc2sc3cc(Cl)c(Cl)cc3n2c(=N)c1C#N	112	103	85	106
14	COc1cc(CN(CCC(O)c2ccc(Cl)cc2)Cc2ccccc2)cc(OC)c1OC (configuration not stated)	97	91	62	105
15	N#CCCOC(=O)Nc1ccccc1	102	104	97	115

no.	T-47D	BT-549	HS 578T	MALME-3M
1	109	100	107	112
2	90	116	87	106
3	90	106	100	92
4	82&93	96&98	98&100	95&92
5	112	94	99	103
6	83	93	79	104
7	92	101	82	104
8	-86*	-100*	-65*	-100*
9	103&96	9.1*!	93&98	119&95
10	104	108	106	117
11	15	48	22	19
12	96	107&103	90&107	99&100
13	90	118	110	121
14	59	102	102	95
15	/	129	121	107

In another format: results already given.
(4) COc1ccc(-c2cn(C/C=C3\C=CN(S(=O)(=O)c4ccccc4)CC3)nn2)cc1
(5) Clc1c(Cl)c(Cl)c2n[nH]nc2c1Cl
(6) O=C1C(N2CCNCC2)=C(I)C(=O)c2ncccc21
(7) COc1ccc(/C(C)=N/NC(=O)CSc2nc3ccccc3c(=O)n2Cc2ccc(S(N)(=O)=O)cc2)cc1
(8) O=C(Nc1ccc(I)cc1)Nc1nc2ccc([N+](=O)[O-])cc2s1
(9) Clc1ccc(SSc2ccc(Cl)cc2)cc1
(10) O=C1Nc2ccccc2CCc2ccccc21
(11) Cc1cc(C)c(/C=C2\C(=O)Nc3ccc(NC(=O)CCCCCCC(=O)NO)cc32)[nH]1
(12) CC(C)C1CC(N(C)C)=CC(=S)N1 (configuration not stated)
(13) CCOC(=O)C(C(=O)OCC)c1nc2sc3cc(Cl)c(Cl)cc3n2c(=N)c1C#N
(14) COc1cc(CN(CCC(O)c2ccc(Cl)cc2)Cc2ccccc2)cc(OC)c1OC (configuration not stated)
(15) N#CCCOC(=O)Nc1ccccc1

assay / compound,4,5,6,7,8,9,10,11,12,13,14,15
UACC-257,99&107,92,92,110,-91*,98&91,106,0.0*,103,112,97,102
LOX IMVI,97&98,96,82,94,-100*,7.1*!,102,7.9*,104&95,103,91,104
UACC-62,81&87,95,90,100,-98*,96&97,99,-12*,99&104,85,62,97
SK-MEL-2,107&108,98,103,112,-91*,111&101,107,-5.2*,120&91,106,105,115
T-47D,82&93,112,83,92,-86*,103&96,104,15,96,90,59,/
BT-549,96&98,94,93,101,-100*,9.1*!,108,48,107&103,118,102,129
HS 578T,98&100,99,79,82,-65*,93&98,106,22,90&107,110,102,121
MALME-3M,95&92,103,104,104,-100*,119&95,117,19,99&100,121,95,107

The list continues:
no.	molecule	UACC-257	LOX IMVI	UACC-62	SK-MEL-2
16	O=C(CCCl)OCCCl	96	88	95	108
17	CC1(C)C2CC1C1(/C=N\Nc3ccccc3)C(C2)C(C#N)(C#N)C1(C#N)C#N (configuration not stated)	99	52	58	93
18	O=c1c2sc3ncc(Cl)cc3c2ncn1-c1ccccc1	117	98	105	97
19	Cc1ccc(C(=O)c2c(N)c(C#N)cn2-c2ccc(Br)cc2C)cc1	97	89	91	110
20	CN(C)c1cn2c(CN3CCOCC3)nc3ccccc3c2n1	92	97	101	106
21	CN(C)C(=O)OCCOc1c(Cl)cc(Cl)c(Cl)c1[N+](=O)[O-]	95	97	88	109
22	COc1cc(C2C=C(c3ccc(NCc4nccc(OCC(F)(F)F)c4C)cc3)NC(N)=N2)cc(OC)c1OC (configuration not stated)	82	82	84	88
23	CCOC(=O)C(CBr)CBr	100	108	105	115
24	CCCCCC(CCC)COC(=O)c1ccc(C)cc1 (configuration not stated)	97	96	96	96
25	NC(=O)c1c(NC(=O)c2ccc(C(F)(F)F)cc2)sc2c1CCC(=O)C2	-18*	-37*	-25*	51
26	CCCCC(CN1CCCCC1)C(=O)c1ccccc1 (configuration not stated)	86	91	100	107
27	CC1=C(C(=O)O)CC(S(=O)(=O)O)C1(C)C (configuration not stated)	108	100	102	111
28	C[C@@H](c1ccc2c(c1)[nH]c1ccc(Cl)cc12)c1nc2ccc(Cl)cc2[nH]1	98	85	77	106
29	Cc1ccc(C(=O)Nc2ccc(Cl)cc2C(=O)NCc2ccccc2)cc1	85	79	71	52
30	CCn1c(O)c(N=Nc2ccc(S(N)(=O)=O)cc2)c2ccccc21	114	96	90	99

no.	T-47D	BT-549	HS 578T	MALME-3M
16	101	104	92	87
17	73	107	94	98
18	93	98	/	100
19	104	93	86	105
20	75	97	95	93
21	94	94	92	95
22	90	91	90	108
23	98	106	112	97
24	90	106	103	96
25	-29*	/	19	-22*
26	84	100	106	100
27	109	106	105	125
28	19	68	107	/
29	94	103	90	89
30	102	101	107	102

Additional entries follow:
no.	molecule	UACC-257	LOX IMVI	UACC-62	SK-MEL-2
31	CCCCCCN(CCCCCC)CC(=O)NCCCN1CCN(CCCNC(=O)CN(CCCCCC)CCCCCC)CC1	101	96	100	103
32	NS(=O)(=O)c1ccc(NC(=O)CSc2ccc(-c3ccc(Cl)cc3)nn2)c(Br)c1	76	20	65	83
33	COC(=O)CNS(=O)(=O)c1ccc2c(c1)Cc1cc(S(=O)(=O)NCC(=O)OC)ccc1-2	98	97	93	108
34	Cc1ccc(S(=O)(=O)N2CCCN(c3nc(-c4ccccc4)nc4nc(-c5ccccc5)oc34)CC2)cc1	108	95	101	103
35	O=C1Nc2ccccc2/C1=C/c1ccc(COCC2CO2)n1Cc1ccccc1 (configuration not stated)	103	21	74	100
36	CCCCCCCCC/C(=N\N=C(N)N)c1ccccc1	107	109	104	131
37	Clc1ccccc1Nc1ccc2nnc(-c3ccncc3)n2n1	114	96	98	100
38	CC[N+]1(CC(=O)c2ccccc2)CCCCC1	105	98	98	99
39	Clc1cc(Cl)c(C[N+]23CN4CN(CN(C4)C2)C3)cc1Cl	120	92	95	142
40	O=C(Nc1ccc(O)cc1)Nc1ccc(O)cc1	105	99	109	112
41	O=C(CN1N=C(c2ccccc2)CCC1=O)Nc1nc2ccccc2s1	92	92	84	107
42	N#CC1=C(c2ccccc2)Nc2c(c(-c3ccccc3)nn2-c2ccccc2)C12C(=O)Nc1ccccc12 (configuration not stated)	71	88	71	88
43	c1cc2c3c(cccc3c1)NN=N2	107	94	84	96
44	O=C(NCc1ccccc1)C(c1ccc(Br)cc1)N(C(=O)CCc1ccc(O)cc1)C1CC1 (configuration not stated)	80	96	/	94
45	CCN1C(=O)N(CC)C2C1NN=c1s/c(=C\c3ccccn3)c(=O)n12 (configuration not stated)	/	43	40	40

no.	T-47D	BT-549	HS 578T	MALME-3M
31	88	105	98	81
32	42	27	4.7*	29
33	100	100	96	100
34	91	117	103	111
35	92	99	102	81
36	98	107	/	82
37	100	101	100	112
38	93	97	103	102
39	100	104	101	86
40	92	/	94	115
41	66	99	96	105
42	76	72	68	90
43	80	/	84	122
44	94	107	91	108
45	/	80	7.1*	22

Next section:
no.	molecule	UACC-257	LOX IMVI	UACC-62	SK-MEL-2
46	COc1ccc(C(=O)c2cc(OC)c(OC)c(OC)c2)cc1O	69	15	45	60
47	COc1ccc([C@H]2C(=O)N(c3cc(OC)c(OC)c(OC)c3)[C@@H]2c2ccc(OC)c(O)c2)cc1	58	13	33	9.1*
48	COc1cc2cc(/C=C/C(=O)c3ccc(Nc4nccc(-c5ccc(Cl)cc5)n4)cc3)c(=O)[nH]c2cc1OC	/	101	102	89
49	COc1ccc(S(=O)(=O)Nc2ccc(OCc3nnc(-c4ccc(Cl)cc4)o3)c(F)c2)cc1	23	53	42	41
50	CNC(=O)NCC1OC(n2cnc3c(NC(=O)Nc4ccccc4)ncnc32)C2OC(C)(C)OC12 (configuration not stated)	107	100	92	104
51	COc1cc(-c2nc(N=Nc3c(O)[nH]c4ccc(Br)cc34)[nH]c(=O)c2C#N)cc(OC)c1OC	92	98	96	102
52	CN(C)Cc1cc(C(C)(C)c2ccccc2)ccc1O	87	93	72	95
53	CC(C)Cn1cnc2c(SCCc3ccccc3)nc(N)nc21	103	102	88	105
54	Cc1nc(-c2ccc(N)cc2)ccc1C(=O)N=Nc1c(O)[nH]c2ccc(F)cc12	89	28	97	110
55	Cc1ccc2c(c1)C(N1CCCC1=O)CCN2Cc1ccccc1Cl (configuration not stated)	99	90	74	90
56	Clc1nc2ccc(Br)cc2cc1Cn1nnc(Cc2ccccc2)n1	/	91	94	104
57	O=C(NCc1ccccc1)Nc1ccccc1CNc1nc(Nc2ccc(OCCN3CCCC3)cc2)ncc1Cl	102	89	99	108
58	Cn1cc(-c2nnc(N)nc2-c2c[nH]c3ccc(Br)cc23)c2cc(Br)cnc21	83	59	46	35
59	CCOc1ccc(-n2nc(C(=O)NCc3ccccc3OC)nc2-c2cc(OC)c(OC)c(OC)c2)cc1	63	36	37	41
60	Nc1nc2c(ncn2C2OC(COP(=O)(O)O)C(O)C2O)c(=O)[nH]1 (configuration not stated)	76	92	100	141
61	Cc1nc2ncccc2nc1Nc1ccc(S(=O)(=O)Nc2ccccn2)cc1	107	85	89	104

no.	T-47D	BT-549	HS 578T	MALME-3M
46	55	12	29	35
47	91	-28*	2.7*	68
48	93	110	99	109
49	9.5*	55	86	68
50	75	72	102	76
51	91	105	94	95
52	84	101	100	138
53	/	92	126	99
54	63	74	23	60
55	75	105	43	76
56	73	94	96	70
57	104	96	98	91
58	48	50	59	69
59	17	34	55	88
60	87	105	/	118
61	91	83	93	107

Limited to SK-MEL-2, for 2 of the compounds above:
| item | compound | SK-MEL-2 |
| --- | --- | --- |
| 47 | COc1ccc([C@H]2C(=O)N(c3cc(OC)c(OC)c(OC)c3)[C@@H]2c2ccc(OC)c(O)c2)cc1 | 9.1* |
| 48 | COc1cc2cc(/C=C/C(=O)c3ccc(Nc4nccc(-c5ccc(Cl)cc5)n4)cc3)c(=O)[nH]c2cc1OC | 89 |

An unsorted share of the library. About 11% of those tested had a hit in this group.
